# AmpC inh det: AmpC beta-lactamase inhibition, detergent assay. purified AmpC, nitrocefin hydrolysis with detergent. Potency, µM (top dose mostly 28.7 µM), for inactives: top-dose activity change, negative = inhibition. P00811. 71,000 tested, 0.09% active; active means well fitted curve in the direction sought with a large enough effect
# Target sequence (P00811 whole entry, looked up): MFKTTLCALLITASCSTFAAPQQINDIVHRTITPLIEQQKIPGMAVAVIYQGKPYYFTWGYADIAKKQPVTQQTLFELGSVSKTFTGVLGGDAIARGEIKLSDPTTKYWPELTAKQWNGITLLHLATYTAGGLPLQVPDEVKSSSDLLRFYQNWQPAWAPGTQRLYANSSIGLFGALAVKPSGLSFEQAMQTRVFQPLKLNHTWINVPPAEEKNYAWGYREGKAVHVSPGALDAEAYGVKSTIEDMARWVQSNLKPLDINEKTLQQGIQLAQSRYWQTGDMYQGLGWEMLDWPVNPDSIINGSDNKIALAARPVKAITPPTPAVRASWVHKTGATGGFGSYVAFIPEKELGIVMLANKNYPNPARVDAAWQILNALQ
#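 E. coli AmpC (5.3 nM) in 20 mM phosphate pH 7.0 with 0.01% Triton X-100, preincubated 15 min RT with compound; nitrocefin (2 uL of 800 uM stock) hydrolysis followed by 480 nm absorbance every 20 s over 4 min.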
# * marks the source's active call; other numbers are inactive results; [ ] = another dose, or the depositor's remark. On the % scale 0 is the no-effect control and ±100 the full control effect; potency means the concentration at half of the fitted maximal effect.
SMILES,AmpC inh det
COC(=O)c1sccc1NC(=O)C1CC=CCC1C(=O)O (configuration not stated),-3%
CCOC(=O)c1c(NC(=O)Cn2c(=O)oc3ccccc32)oc(C)c1C(C)=O,-2%
O=S(=O)(c1ccc(F)c2ccccc12)N1CCCCC1,-3%
Cn1nnc2cc(C(=O)NCc3ccc4c(c3)OCO4)ccc21,-3%
O=c1cc(CF)[nH]c(=S)[nH]1,-1%[5.75 µM]
O=C1C(=O)N(CCOCCO)C(c2ccccn2)/C1=C(\O)c1ccccc1 (configuration not stated),-7%
CN1CCc2c(sc3c2c(NCc2ccco2)nc2nnnn23)C1,-3%
CCOC(=O)c1cnc(-c2ccccc2)nc1N,-3%
Cc1ccc(-c2nsc3c(N4CCN(C(=O)c5ccco5)CC4)ncnc23)cc1,-3%
CCc1ccc(C2CC(c3ccc(Cl)cc3)n3nc(N)nc3N2)cc1 (configuration not stated),13%
N[C@@H](Cc1ccccc1)c1nnc2sc(SCc3ccccc3)nn12,2%
COc1cccc(Cn2c(=O)c(C)nc3cnc(Oc4ccccc4)nc32)c1,-2%
COCc1[nH]nc2c1C(c1ccccc1F)C(C#N)=C(N)O2 (configuration not stated),4%
COc1ccccc1C(=O)NC(CCSC)C(=O)OCC(=O)NC(=O)NCc1ccco1 (configuration not stated),-4%
CC(=O)Nc1sc2c(c1C(=O)N1CCOCC1)CCCCC2,-5%
O=C(O)CCC(=O)c1ccc2c(c1)OCCO2,12%
COCCCNC(=O)c1ccc(N2CCCC2)c(NS(=O)(=O)c2ccc(C)cc2)c1,-3%
Cn1nnc2cc(NC(=O)N3CCN(c4ccccn4)CC3)ccc21,-2%
O=c1n(-c2ccccc2)c(=O)n2n1CCC2,-3%
COCCn1c(=N)c(C(=O)NCc2ccco2)cc2c(=O)n3ccccc3nc21,11%
COc1cccc(-n2c(Cc3cc(=O)[nH]c(=O)[nH]3)nnc2SCC(=O)N2CCCC2)c1,17%
CCCC(c1nnnn1CC(=O)OCC)N(Cc1cc2ccc(C)cc2[nH]c1=O)C1CCCC1 (configuration not stated),13%
c1ccc(CCN2CCCCCC2)nc1,-2%[5.75 µM]
COC(=O)C1=C(C)N(CC2CCCO2)C(=O)C1 (configuration not stated),10%
COC(=O)Nc1nnc(-c2ccccc2Cl)s1,-5%

# (further entries)
SMILES,AmpC inh det
C[N+](C)(C)CCN(Cc1cccs1)c1ccccn1,-2%[5.75 µM]
O=C(COc1ccccc1)N1CCN(Cc2c[nH]c3ccccc23)CC1,7%
C=CCC(=O)OCC(=O)Nc1ccc(Oc2ccccc2)cc1,-2%
Cc1c(Cl)cccc1N(CC(=O)N1CCCCCC1)S(C)(=O)=O,16%
CC(NC(=O)Cc1ccsc1)c1ccc(S(N)(=O)=O)cc1 (configuration not stated),1%
CCOC(=O)C(C)C1(O)c2ccccc2-c2ncccc21 (configuration not stated),-2%
O=C(NCC(c1cccnc1)N1CCN(c2ccccc2)CC1)C1CCCCC1 (configuration not stated),-2%
COC(=O)c1cc(/C=C/c2ccccc2)on1,-7%
CC(=O)C(C)Oc1ccc2c3c(c(=O)oc2c1)CCCCC3 (configuration not stated),-7%
Cc1cc(C)nc(NC2=NCCN2C(=O)Nc2ccc(Cl)c(Cl)c2)n1,-2%
N=c1n(CCO)c2ccccc2n1CCOc1ccc(Cl)cc1Cl,10%
CN(c1ccccc1C(=O)Nc1ccc(S(=O)(=O)N2CCCCC2)cc1)S(C)(=O)=O,-3%
O=C(O)CC(c1ccc(Cl)cc1)n1cccc1 (configuration not stated),-2%
c1csc(CNc2ncncc2-c2ccoc2)c1,10%
CCOC(=O)C1CCCN(C(=O)CCCn2nc(C)n3c(cc4sccc43)c2=O)C1 (configuration not stated),9%
COc1ccc(Oc2ncc3nc(-c4ccccc4)c(=O)n(CCC#N)c3n2)cc1,0%
CC(NC(=O)CCC(=O)NC(C)C1COc2ccccc2O1)C1COc2ccccc2O1 (configuration not stated),-2%
CCOC(=O)CSc1nnc(Cn2c(=O)sc3ccccc32)n1-c1ccccc1C,4%
O=C(Nc1cnn(Cc2ccc(F)cc2)c1)c1cc(-c2ccc(Br)cc2)on1,24%
Cc1cc(NC(=O)CCC(=O)N(c2ccc(F)cc2)C2(C(=O)NC3CCCCC3)CCCC2)no1,-7%
NC(=O)COc1c(-c2ccccc2)oc2ccccc2c1=O,-4%
CCCCC[C@H](O)C=C[C@H]1[C@H](O)CC(=O)[C@H]1CCCCCCC(=O)O,13%
COCCn1c(=O)cnc2cnc(Nc3cccc(OC)c3)nc21,3%
CC1CCCN(S(=O)(=O)c2ccc(C(=O)Nc3nnc(-c4ccccc4Cl)o3)cc2)C1 (configuration not stated),-4%
COC(=O)C1=C(N)Oc2cc(C)n(CCN3CCOCC3)c(=O)c2C1c1cccnc1 (configuration not stated),-3%

# (list continues)
SMILES,AmpC inh det
CN(C)c1cccc(C(=O)NC2CCCCCC2)c1,-1%
COc1cc2nc(COc3ccc(C#N)cc3)n(CC#N)c(=O)c2cc1OC,-3%
C=CCn1c(C)c(C(C)=O)c(SC)nc1=S,11%
O=c1cc(CSc2nnc(-c3ccco3)o2)c2ccccc2[nH]1,-2%
COc1cccc(-n2ccnc2SCC(=O)Nc2nccs2)c1,-2%
Cc1cc(NC(=O)C(C)C)ncc1NC(=O)CCc1ccccc1,9%
Cc1ccc(-n2ncc3c(=O)[nH]c(SCC(=O)N4CCC(C)CC4)nc32)cc1C,10%
CC(=O)N1CCC[C@@]2(CCN(Cc3ccccc3)C2)C1,2%
Cn1cnc([N+](=O)[O-])c1SCC(=O)O,-3%[5.75 µM]
O=C(CN1C(=O)C2(OCCCO2)c2ccccc21)NCc1ccccc1,-2%
Cc1ccc(Nc2nc(N)nc(CC#N)n2)cc1,-2%
COc1ccc(NCc2nnc(SCC(=O)c3ccc(OC)cc3)n2C)cc1,-3%
COc1ccc(CCNC(=O)CSCc2n[nH]c(=O)[nH]2)cc1OC,3%
CCOc1nc(-c2ccccc2)ccc1-c1noc(-c2ccncc2)n1,-5%
CN1CCN(C(=O)c2cn(C)c3ccc(S(=O)(=O)N(C)C4CCCCC4)cc3c2=O)CC1,12%
Cc1cc(=O)[nH]c(Nc2ccc(C(=O)OC(C)C)cc2)n1,-3%
Cc1ccc(C)c(NS(=O)(=O)c2ccc(NC(=O)c3ccco3)cc2)c1,12%
C=CCn1c(SCc2ccccc2)nnc1-c1cccnc1,-2%
CC(=O)Nc1ccc(NC(=O)c2ccccc2F)cc1,-2%
COC(=O)c1cc(OC)c(OC)cc1NC(=O)Cn1nnc(-c2ccccc2Cl)n1,-6%
Cc1nc2ccccc2c(=O)n1NC(=O)c1ccccc1Cl,-6%
O=C(CC1SCCNC1=O)Nc1cccc(Cl)c1 (configuration not stated),-1%
O=C(OCC#CCSc1nnc(-c2cccc3ccccc23)o1)c1cccs1,-1%
NC(=O)c1cc(S(=O)(=O)NC2CCCCC2)co1,-2%
Cc1ccc(CCNC(=O)C2CCCN(S(=O)(=O)c3c(C)nn(C)c3C)C2)cc1 (configuration not stated),11%

# Entries from the list above with an aryl thioether with sulfur outside any ring (eleven):
SMILES,AmpC inh det
N[C@@H](Cc1ccccc1)c1nnc2sc(SCc3ccccc3)nn12,2%
COc1cccc(-n2c(Cc3cc(=O)[nH]c(=O)[nH]3)nnc2SCC(=O)N2CCCC2)c1,17%
CCOC(=O)CSc1nnc(Cn2c(=O)sc3ccccc32)n1-c1ccccc1C,4%
C=CCn1c(C)c(C(C)=O)c(SC)nc1=S,11%
O=c1cc(CSc2nnc(-c3ccco3)o2)c2ccccc2[nH]1,-2%
COc1cccc(-n2ccnc2SCC(=O)Nc2nccs2)c1,-2%
Cc1ccc(-n2ncc3c(=O)[nH]c(SCC(=O)N4CCC(C)CC4)nc32)cc1C,10%
Cn1cnc([N+](=O)[O-])c1SCC(=O)O,-3%[5.75 µM]
COc1ccc(NCc2nnc(SCC(=O)c3ccc(OC)cc3)n2C)cc1,-3%
C=CCn1c(SCc2ccccc2)nnc1-c1cccnc1,-2%
O=C(OCC#CCSc1nnc(-c2cccc3ccccc23)o1)c1cccs1,-1%

# Sorted by length of the SMILES (falling): part of the list above
SMILES,AmpC inh det
Cc1ccc(-n2ncc3c(=O)[nH]c(SCC(=O)N4CCC(C)CC4)nc32)cc1C,10%
Cc1cc(=O)[nH]c(Nc2ccc(C(=O)OC(C)C)cc2)n1,-3%
CC(=O)N1CCC[C@@]2(CCN(Cc3ccccc3)C2)C1,2%

# Remaining list, next part
SMILES,AmpC inh det
CCCCOCCOP(=O)(OCCOCCCC)OCCOCCCC,14%
COCCn1c(=O)c(-c2ccc(OC)cc2)nc2cnc(Oc3ccc(OC)cc3)nc21,-2%
COc1ccc(CNc2ccnc(-c3ccc4c(c3)OCO4)n2)c(OC)c1,12%
CC1CCN(C(=O)Cn2cc(C(=O)c3ccco3)c3ccccc32)CC1,2%
CNS(=O)(=O)c1ccccc1C(=N)c1ccccc1,-3%[5.75 µM]
CCC(C)NCC(O)COCc1ccc(Cl)cc1 (configuration not stated),-3%
COC(=O)c1cn(NC(=O)c2cccnc2)c(=O)c2ccccc12,0%
COc1ccc(CN2CCC(C(=O)N3CCN(c4ccccc4F)CC3)CC2)cc1OC,-4%
O=C(C1CCC(CNc2c(N3CCCCC3)c(=O)c2=O)CC1)N1CCN(c2ccccn2)CC1 (configuration not stated),11%
COc1ccc(OC)c(CCNC(=O)CC2Oc3ccc(C)cc3NC2=O)c1 (configuration not stated),10%
O=C(NC1CCCCC1)c1cc2nc3c(c(C(F)(F)F)n2n1)CCCC3,-6%
COc1ccccc1NC(=O)c1ccc(Cl)c(S(=O)(=O)N2CCOCC2)c1,-7%
CCOc1ccccc1N(CC(=O)OC)S(=O)(=O)c1ccccc1,13%
COc1ccc(NC(=O)Cn2c(C)cc(=O)c3cccc(OC)c32)cc1,-4%
COC(=O)N1CCC2(CC1)CCN(c1ccccc1)CC2,-3%
COc1cccc(Cn2c(=O)c(-c3cccs3)nc3cnc(N(C)C)nc32)c1,-3%
O=C(O)CC(C(=O)O)n1nc(-c2ccccc2)cc1-c1ccccc1 (configuration not stated),0%
O=C(NCc1ccccn1)c1n[nH]c2ccccc12,-2%
Cc1ccc2c(C)cccc2c1,10%
COc1cccc(C(=O)Nc2cc(C)c3c(=O)oc4ccccc4c3n2)c1,7%
CC(NO)C(C)(C)NO (configuration not stated),2%
Cn1c(-c2ccc(F)cc2)cnc1NCc1ccc(C#N)cc1,10%
COc1ccccc1N1CCN(C/C=C/c2ccc(N(C)C)cc2)CC1,21%
COc1ccccc1NS(=O)(=O)c1ccc(OC)c(OC)c1,-2%
Cc1cc(Nc2ccc(F)cc2C)n2nc(C)nc2n1,6%

# The list goes on.
SMILES,AmpC inh det
C=CCn1c(=O)c2ccccc2n2c(Sc3nnnn3-c3ccccc3)nnc12,-2%
Cc1ccccc1NC(=O)c1ccc(F)c(S(=O)(=O)N2CCN(c3ccccn3)CC2)c1,-3%
CC(=O)COc1ccc2c3c(c(=O)oc2c1)CCCC3,9%
CCCCSCc1nc2nc(Cl)c(Cl)nc2[nH]1,-3%[5.75 µM]
O=C(O)C1CCN(S(=O)(=O)N2CCOCC2)CC1,-2%
Cc1noc(C)c1C(=O)N1CCC[C@@]2(CCN(C(=O)Nc3cccc(F)c3)C2)C1,-4%
Cn1c(=O)cc(SCC(=O)N2CCCC2)c2ccc(Cl)cc21,-2%
COCCOC(=O)C1=C(C)NC(=O)NC1c1ccc(Cl)cc1 (configuration not stated),6%
O=C(NCCN1CCOCC1)C1CCN(c2nc3ccccc3o2)CC1,1%
COC(=O)c1ccc2[nH]c(C)cc(=O)c2c1,22%
CC1CCCC(C2(O)C(=O)Nc3ccccc32)C1=O (configuration not stated),16%
COc1ccc2c(Cl)c(C(=O)NC3CCS(=O)(=O)C3)sc2c1 (configuration not stated),0%
COC(=O)c1ccccc1NC(=O)c1ccc(-c2ccccc2F)o1,-2%
Cc1cc(C)cc(OCC(=O)N(Cc2cccs2)C2CCS(=O)(=O)C2)c1 (configuration not stated),-1%
COc1cccc(NC(=O)CNC(C)CCC(C)C)c1 (configuration not stated),8%
O=C(c1cccc(S(=O)(=O)N2CCOCC2)c1)N1CCCCCC1,-2%
CCOC(=O)c1ccc2c(c1)nc(C1CCN(S(=O)(=O)c3cccs3)CC1)n2CC,1%
Cc1ccc(C)n1-c1ccc2c(c1)COC2=O,0%
Cn1nnnc1SCC(=O)N1CCN(c2ccc(Cl)cc2)CC1,-6%
COc1ccc(OC)c(N2C(=O)[C@@H]3C(c4ccccc4Cl)=NO[C@@H]3C2=O)c1,-1%
COc1cccc(C2=NOC(C(=O)N3CCOCC3)C2)c1 (configuration not stated),-4%
CCOC(=O)c1c(C)[nH]c(C(=O)CN2C(=O)NC(CC)(c3ccccc3)C2=O)c1C (configuration not stated),-2%
CC(=O)NCN1CCN(CNC(C)=O)CC1,1%
Cc1oc2c(c(=O)c1C)C(=O)CC(c1ccccc1)C2 (configuration not stated),-3%
Cc1c(NC(=O)c2cccc(S(=O)(=O)N3CCOCC3)c2)c(=O)n(-c2ccccc2)n1C,16%

# New compounds follow.
SMILES,AmpC inh det
O=C(CC(c1ccccc1)c1ccccc1O)NCCN1CCOCC1 (configuration not stated),-3%
O=C(c1ccc(N2CCNCC2)cc1)c1cccnc1,-2%
O=C(Nc1ccccc1)N1CCSCC1,-7%
Cc1ccc(C)c(NS(=O)(=O)c2cc(Br)cnc2N)c1,-4%
Cc1ccc(CNC(=O)c2cn(C3CCCC3)c(=O)c3c2c2ccccc2n3C)o1,-2%
COc1cc(OC)c(Cl)cc1N,7%
CCOC(=O)c1c(C)n(C)c2ccc(OCC(O)CN3CCC(C)CC3)cc12 (configuration not stated),9%

# Copied from the entries so far (5 entries):
SMILES,AmpC inh det
O=C(Nc1ccccc1)N1CCSCC1,-7%
Cc1ccc(C)c(NS(=O)(=O)c2cc(Br)cnc2N)c1,-4%
Cc1ccc(CNC(=O)c2cn(C3CCCC3)c(=O)c3c2c2ccccc2n3C)o1,-2%
COc1cc(OC)c(Cl)cc1N,7%
CCOC(=O)c1c(C)n(C)c2ccc(OCC(O)CN3CCC(C)CC3)cc12 (configuration not stated),9%

# An excerpt; the hit share may differ from the screen's.
